F-actin modifier: modifiers of F-actin cytoskeleton organization, primary screen, imaging, HUVEC, phalloidin staining, high-content imaging; HUVEC TNFa F-actin phalloidin imaging; inhibition, % at 2 µM; actives 0.18% (n = 91,000); AID 836, 2007;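 active means inhibition above the batch mean plus 3 SD and confirmed as a hit by visual image inspection, cut at about 30% in these data, passing the limit was not always enough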; further: strong numbers were not always called active
LYP inh 2: PTPN22 phosphatase inhibitors, primary screen, biochemical, DiFMUP fluorescence, 2 µM | recombinant LYP catalytic domain | inhibition, % at 2 µM | AID 640, 2007 | Tyrosine-protein phosphatase non-receptor type 22 (Homo sapiens), Q9Y2R2 | actives 0.21% (n = 96,000);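 active means inhibition at 2 µM at or above a set limit, the screen mean plus 3 SD, cut at about 24% in these data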;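 further: 0% = DMSO with enzyme and 100% = enzyme fully blocked by orthovanadate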
LYP act: LYP phosphatase activators, primary screen, biochemical, DiFMUP fluorescence, 2 µM | Tyrosine-protein phosphatase non-receptor type 22 (Homo sapiens), Q9Y2R2 | recombinant LYP; 0 = plate median, 100 = signal doubled | activation, % at 2 µM | actives 0.11% (n = 96,000) | AID 697, 2007;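 active means activation at 2 µM above a set limit, the mean plus 5 SD, cut at about 37% in these data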
Pyk2 oligo antag: antagonists of Pyk2 self-association, primary screen, Q293 cells, FERM NanoBiT luminescence, HTS; z-score (the deposit names both 25 µM and 10 µM); stronger effect = lower value; Protein-tyrosine kinase 2-beta (Homo sapiens), Q14289; actives 0.83% (n = 99,000);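 active means Z-score of -3 or lower, scaled per plate to the spread of control and sample wells; inactive means z-score above -3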;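 further: negative z-score means lost luminescence so less FERM oligomerization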
Target sequence (Q14289 whole entry, looked up): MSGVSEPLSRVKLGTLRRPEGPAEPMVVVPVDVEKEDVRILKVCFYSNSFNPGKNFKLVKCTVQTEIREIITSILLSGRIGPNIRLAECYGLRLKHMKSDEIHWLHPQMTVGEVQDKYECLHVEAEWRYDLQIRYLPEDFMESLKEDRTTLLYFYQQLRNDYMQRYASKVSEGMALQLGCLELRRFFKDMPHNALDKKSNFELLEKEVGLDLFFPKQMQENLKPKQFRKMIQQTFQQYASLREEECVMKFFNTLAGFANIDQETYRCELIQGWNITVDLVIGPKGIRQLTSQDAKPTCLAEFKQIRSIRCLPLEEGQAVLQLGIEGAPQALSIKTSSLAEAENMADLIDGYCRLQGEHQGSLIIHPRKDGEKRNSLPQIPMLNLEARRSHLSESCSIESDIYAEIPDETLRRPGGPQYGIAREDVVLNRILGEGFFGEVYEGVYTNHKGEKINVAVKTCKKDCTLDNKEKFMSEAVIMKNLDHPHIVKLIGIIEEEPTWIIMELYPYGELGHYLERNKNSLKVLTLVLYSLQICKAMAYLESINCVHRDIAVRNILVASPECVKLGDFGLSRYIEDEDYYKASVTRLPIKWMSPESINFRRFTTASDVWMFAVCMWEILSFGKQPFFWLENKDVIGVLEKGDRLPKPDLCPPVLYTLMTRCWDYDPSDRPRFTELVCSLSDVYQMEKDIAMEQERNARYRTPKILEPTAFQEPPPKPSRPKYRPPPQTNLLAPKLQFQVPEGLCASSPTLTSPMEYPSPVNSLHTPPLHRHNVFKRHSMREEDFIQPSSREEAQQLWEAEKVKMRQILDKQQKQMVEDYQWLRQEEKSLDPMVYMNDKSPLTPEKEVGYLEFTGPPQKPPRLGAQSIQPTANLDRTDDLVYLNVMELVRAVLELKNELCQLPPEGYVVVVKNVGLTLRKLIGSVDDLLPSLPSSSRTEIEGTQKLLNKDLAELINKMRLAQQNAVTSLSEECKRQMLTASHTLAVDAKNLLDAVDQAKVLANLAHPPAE
HIV Rev-RRE inh: HIV-1 Rev-RRE binding inhibitors, primary screen, biochemical, FRET, protein-RNA interaction; Rev peptide-RRE RNA binding; inhibition, % at 8 µM; actives 0.79% (n = 97,000); AID 704, 2007;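 active means inhibition above the screen-wide mean plus 3 SD, cut at about 35% in these data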;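 further: 0% = median DMSO wells and 100% = median Neomycin B control wells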
Target sequence (P05866 whole entry, looked up): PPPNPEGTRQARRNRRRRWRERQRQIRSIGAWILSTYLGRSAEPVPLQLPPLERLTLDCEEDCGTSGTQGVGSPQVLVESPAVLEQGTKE
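Test system: Cy5-tagged RRE RNA duplex with fluorescein-tagged Rev peptide | Read-out: % inhibition of FRET ratio versus controls | Probe or stimulus: Labelled Rev peptide | Incubation: 5 min RNA-compound premix plus 15 min binding step, 25 °C | Technique: FRET fluorescence readout | Benchmarks: DMSO low control, neomycin B high control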
PLK1 inh: human PLK1 kinase inhibitors, primary screen, biochemical, TR-FRET; Serine/threonine-protein kinase PLK1 (Homo sapiens), P53350; recombinant PLK1 kinase, TR-FRET peptide phosphorylation; inhibition, % at 10 µM; actives 0.53% (n = 97,000);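 active means inhibition of 50% or more in the single-concentration screen; inactive means inhibition below 50%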;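 further: 0% = DMSO max control and 100% = H-89 dihydrochloride min control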
FAK blocker: FAK kinase inhibitors, primary screen, biochemical; Focal adhesion kinase 1 (Homo sapiens), Q05397; biochemical FAK kinase activity assay; inhibition, %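 (tested at 7 µM)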; actives 0.84% (n = 97,000); in the data active means inhibition above about 19%;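 further: 0% = DMSO and 100% = reference compound high control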
PLK1 PBD inh: Plk1 polo box domain binding inhibitors, primary screen, biochemical, fluorescence polarization; Serine/threonine-protein kinase PLK1 (Homo sapiens), P53350; Plk1 PBD phosphopeptide binding; inhibition, %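 (tested at about 20 µM)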; actives 0.13% (n = 97,000); in the data active means inhibition above about 34%, passing the limit was not always enough
EphB4 antag: EphB4-ephrin-B2 interaction antagonists, primary screen, biochemical, TNYL-RAW peptide probe, fluorescence polarization. actives 0.15% (n = 97,000). EphB4 LBD / TNYL-RAW-Alexa532 peptide. inhibition, % at 7 µM. Ephrin type-B receptor 4 (Homo sapiens), P54760;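 active means inhibition above the screen-wide mean inhibition plus 3 SD, cut at about 15% in these data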;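 further: 0% = DMSO wells and 100% = excess unlabeled TNYL-RAW peptide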
Starred values were filed as active, the others as inactive; · = not tested or not shown.

SMILES | F-actin modifier | LYP inh 2 | LYP act | Pyk2 oligo antag | HIV Rev-RRE inh | PLK1 inh | FAK blocker | PLK1 PBD inh | EphB4 antag
Cc1nn(C(=O)c2c([N+](=O)[O-])cnn2C)c(C)c1Cl | -7 | -14 | 14 | -0.09 | -2 | -13 | 0 | -5 | -6
COc1ccccc1NC(=O)N1CCN(c2ccc(F)cc2)CC1 | -19 | 1 | -4 | 0.51 | 1 | -6 | -1 | 15 | 4
CC1(C)Cc2c(c(-c3ccco3)[nH]c(=O)c2C#N)CO1 | 8 | 4 | -5 | 2.1 | 7 | -4 | -3 | -12 | 1
COC(=O)N1CCN(c2ccc(Cl)c(Cl)c2)CC1 | -3 | 6 | -6 | 1 | 4 | -8 | 0 | 20 | -1
O=C(CCN1C(=O)c2ccccc2C1=O)Nc1ccc2c(c1)OCCO2 | 1 | -14 | 8 | 1.4 | -2 | -10 | 0 | -12 | 1
CCOC(=O)c1ccc2nc(C)c(CCC(C)=O)c(Cl)c2c1 | 12 | 10 | -7 | -2.2 | 0 | -14 | -3 | 5 | -5
CC(NC(=O)CCl)c1ccc(Cl)c(Cl)c1 (stereo not given) | 3 | 5 | -8 | 1.1 | 5 | -10 | -3 | -18 | 1
Cc1ccc(F)c(NC(=O)CCc2ccccc2)c1 | 6 | -1 | 3 | 0.61 | 1 | -10 | 2 | 10 | 4
CCSC1(SCC)N=C(N)C2(C#N)C(c3ccccc3)NC(C)=C(C)C12C#N (stereo not given) | 11 | 2 | -4 | -1.1 | 13 | -9 | -6 | -34 | -1
O=C(Cn1cnc2scc(-c3ccccc3)c2c1=O)N1CCOCC1 | 14 | -14 | 11 | 0.78 | 1 | 4 | 0 | 2 | 0
CC1CCc2cc(F)ccc2N1C(=O)CCC(=O)O (stereo not given) | -4 | -10 | 8 | 1.2 | 3 | -2 | -1 | 3 | -10
CCNC(=O)COc1cc(C)c(Cl)c(C)c1 | -19 | 25* | -25 | 0.85 | 3 | -8 | -1 | 11 | 1
CN(CCOC(=O)C1c2ccccc2Oc2ccccc21)C(C)(C)C | 4 | 2 | 1 | 1.3 | -4 | -8 | -7 | 2 | -5
Clc1ccc(OCCSc2ncccn2)cc1 | -2 | -17 | 16 | -0.71 | 6 | -13 | -1 | -23 | 5
O=S(=O)(c1cccs1)n1cccn1 | -31 | 17 | -14 | 0.78 | 6 | -6 | 4 | -22 | -2
COc1cc(-c2noc(CCC(=O)Nc3cccnc3)n2)cc(OC)c1OC | -13 | 2 | -4 | -0.07 | 3 | -8 | 1 | 20 | 5
CCOCCN1CCN(c2c(CC)c(C)nc3cc(-c4cc(OC)cc(OC)c4)nn23)CC1 | 3 | 3 | -3 | -0.81 | 9 | -11 | 1 | -1 | -8
COc1cc2c(cc1OC)C(c1ccc(-c3cc(Cl)ccc3Cl)o1)=NCC2 | 6 | -11 | 10 | 0.87 | 10 | -12 | 15 | 1 | 0
O=C1c2ccccc2C(=O)N1CC#CCN1CCN(C(c2ccccc2)c2ccccc2)CC1 | 1 | -7 | 8 | -1.2 | 5 | -11 | 0 | 13 | -3
COC(=O)C1=C(C)NC(=O)C1(Nc1ccc(Cl)cn1)C(F)(F)F (stereo not given) | -9 | -2 | -3 | -0.55 | 6 | -14 | 0 | 6 | -1
COC(=O)C1=C(C)N=C2SC(C)C(=O)N2C1c1cccs1 (stereo not given) | -11 | 6 | -8 | -0.95 | 2 | -8 | -1 | 2 | -1
Cc1ccc(NC(=O)c2nc[nH]c2C(=O)N2CCCCC2)c(C(=O)c2ccccc2)c1 | -3 | 7 | -8 | -1.5 | 9 | -7 | 2 | 19 | -6
CCNc1nc(NC(C)C)nc(N(C#N)CCOc2ccc(Cl)cc2Cl)n1 | 19 | 18 | -16 | -2.5 | 6 | -11 | 7 | -17 | -7
CCN(CCCNC(=O)c1c(C)cc(=O)oc1C)c1ccccc1 | -1 | -8 | 6 | 0.3 | 0 | 2 | -4 | 18 | -3
Cc1oc(-c2ccc(Cl)cc2)nc1CN1CCC(C(=O)NCc2ccco2)CC1 | 12 | 2 | -4 | -0.22 | 8 | -11 | 0 | -19 | 1

Molecules listed so far with an NH in an aromatic ring, in the order listed:
SMILES | F-actin modifier | LYP inh 2 | LYP act | Pyk2 oligo antag | HIV Rev-RRE inh | PLK1 inh | FAK blocker | PLK1 PBD inh | EphB4 antag
CC1(C)Cc2c(c(-c3ccco3)[nH]c(=O)c2C#N)CO1 | 8 | 4 | -5 | 2.1 | 7 | -4 | -3 | -12 | 1
Cc1ccc(NC(=O)c2nc[nH]c2C(=O)N2CCCCC2)c(C(=O)c2ccccc2)c1 | -3 | 7 | -8 | -1.5 | 9 | -7 | 2 | 19 | -6

Going on with the list:
SMILES | F-actin modifier | LYP inh 2 | LYP act | Pyk2 oligo antag | HIV Rev-RRE inh | PLK1 inh | FAK blocker | PLK1 PBD inh | EphB4 antag
CCCS(=O)(=O)N1CCC(C(=O)NC2CCC(C)CC2)CC1 (stereo not given) | -4 | -13 | 10 | -0.6 | 0 | 6 | -1 | 13 | -3
CCC(C)NC(=O)C1CCCN1S(=O)(=O)c1ccc(Cl)cc1 (stereo not given) | -2 | 16 | -16 | 0.62 | 3 | -9 | -1 | 6 | 1
O=C(NC1CCCc2ccccc21)C1CCCN(S(=O)(=O)c2cnc[nH]2)C1 (stereo not given) | 11 | -1 | -2 | · | 8 | -8 | 2 | -4 | 7
c1coc(-c2nn3c(Cn4nnc5ccccc54)nnc3s2)c1 | -33 | 3 | -2 | 1.4 | 13 | -19 | 6 | -7 | 10
Cc1ccc(NC=C(S(=O)(=O)c2ccccc2)S(=O)(=O)c2ccccc2)c(C)c1 | 1 | -4 | 10 | -0.52 | 9 | -9 | -2 | 1 | 4
COC(=O)c1sccc1NC(=O)CSc1ccccc1NS(=O)(=O)c1ccc(F)cc1 | -15 | 1 | 1 | -1.2 | 10 | -9 | -11 | -8 | 0
CC(=O)NCCc1cc2cc(C)c(C)cc2[nH]c1=O | -21 | -10 | 7 | -0.31 | 3 | -5 | -1 | -16 | 6
C#CCOC(=O)c1ccc(-n2cncn2)nc1 | 15 | -5 | 4 | 0.68 | -5 | 4 | 0 | -2 | -6
CN(C)S(=O)(=O)c1ccc(C(=O)Nc2nnc(Cc3ccccc3)s2)cc1 | 3 | 3 | -1 | 0.4 | 4 | -11 | -1 | 2 | 4
O=C(CN1CCOc2ccccc21)NC1CCCCCCC1 | -7 | -3 | 1 | · | 6 | -14 | 5 | 23 | 11
CCOC(=O)N1CCN(S(=O)(=O)c2ccc(C(=O)Nc3nc4ccc(F)cc4s3)cc2)CC1 | 35 | 9 | -11 | 1.7 | 6 | -31 | -6 | -11 | 4
O=S(=O)(N/N=C1/CC(c2ccccc2)Oc2ccccc21)c1ccc(Br)cc1 (stereo not given) | 0 | -5 | 4 | -0.21 | 6 | -14 | -2 | 5 | -1
CC1CCc2c(sc(NC(=O)c3ccc(-c4ccccc4[N+](=O)[O-])o3)c2C#N)C1 (stereo not given) | 16 | 4 | -2 | -0.46 | 20 | 2 | -1 | -25 | -1
Cc1nc2ccc(NC(=O)c3cccc(C(F)(F)F)c3)cc2o1 | -22 | -3 | 5 | 0.89 | 7 | -17 | -2 | -23 | -1
Fc1ccc(-c2nnc3sc(C4COc5ccccc5O4)nn23)cc1 (stereo not given) | 18 | -2 | 1 | -0.65 | 11 | -11 | 1 | -6 | 1
Cc1ccc2oc(C(Cl)(Cl)Cl)cc(=O)c2c1 | 2 | -6 | 9 | 0.35 | 6 | -15 | 0 | -20 | -1
CCn1c(=O)cc(SCC(=O)Nc2ccc3c(c2)OCO3)c2ccccc21 | · | 18 | -14 | -0.54 | 4 | -7 | 0 | 17 | 5
O=C(CSc1nc2ccccc2c(=O)[nH]1)N1CCCCC1 | -19 | -10 | 7 | · | 6 | -5 | 4 | 11 | 4
Cc1ccc(SCC(=O)N2CCc3ccccc32)cc1 | 3 | -2 | 1 | 0.46 | 3 | -14 | 0 | -4 | 6
CC(=O)N(C)c1ccc(OCC(O)CN(Cc2ccco2)S(=O)(=O)c2ccc(C)cc2)cc1 (stereo not given) | 6 | -17 | 19 | 1.5 | 6 | -7 | 0 | -11 | -10
Cc1cc2n(n1)C(c1ccc(O)cc1)Nc1ccccc1-2 (stereo not given) | 5 | -11 | 11 | -0.79 | -1 | -9 | 3 | 6 | -1
Cc1c(N)cccc1-c1nc2ccccc2[nH]1 | 1 | 6 | -9 | -0.25 | 1 | -6 | -2 | -3 | 3
CCCCCOC(=O)NCCOC(=O)Nc1ccc(C(=O)OCC)cc1 | 8 | -7 | 5 | -0.15 | 4 | 8 | -1 | -14 | -1
Cc1cccc(NC(=O)CSc2nnc(NC(=O)CN3CCOCC3)s2)c1 | -5 | -1 | 2 | 0.57 | -1 | -8 | 1 | -19 | -4
O=C(OCC(=O)N1CCc2ccccc21)c1cccnc1 | -2 | 7 | -5 | 0.2 | 7 | -9 | 1 | -23 | 3

Next section
SMILES | F-actin modifier | LYP inh 2 | LYP act | Pyk2 oligo antag | HIV Rev-RRE inh | PLK1 inh | FAK blocker | PLK1 PBD inh | EphB4 antag
Cc1ccc(NC(=O)C2CCCNC2=O)nc1 (stereo not given) | -4 | -13 | 7 | 0.62 | 2 | -8 | 0 | -4 | -5
O=C(CSc1nnc(C2CCCCC2)n1Cc1ccccc1)NCc1ccco1 | -37 | -3 | 1 | 0.68 | -1 | -5 | -2 | -10 | -8
c1ccc(C2CC(c3cccs3)n3nnnc3N2)cc1 (stereo not given) | · | 6 | -8 | 0.48 | 1 | -13 | 3 | -12 | -3
COc1ccc(NS(=O)(=O)c2ccc3c(c2)Cc2ccccc2-3)cn1 | 7 | -12 | 7 | -0.51 | 11 | -3 | 5 | 4 | 3
COCCn1c(SCc2nnc(-c3ccc(OC)c(OC)c3)o2)nc2sc3c(c2c1=O)CCC3 | 4 | 1 | -1 | · | -1 | -15 | 0 | 6 | 3
O=C(NCc1ccc(Cl)cc1)c1ccc(Cl)cc1[N+](=O)[O-] | 17 | 15 | -10 | 0.04 | 2 | -20 | 5 | -1 | -1
Cc1cccc(NC(=O)c2cc(=O)c3ccccc3o2)n1 | -16 | 0 | 2 | -0.01 | 4 | -1 | 7 | 9 | 5
CCc1ccc(-c2nn(-c3cc(Cl)ccc3[N+](=O)[O-])c(=O)c3ccccc23)cc1 | -8 | 5 | -5 | -0.18 | 17 | 1 | 3 | 11 | -1
CC(=O)N1CCc2cc(C(=O)CN3CCC(C)CC3)ccc21 | · | · | · | · | 4 | 82* | 0 | -6 | 1
COc1ccc(OC2C(=O)N(Cc3ccc4c(c3)OCO4)C2c2sccc2C)cc1 (stereo not given) | 11 | 10 | -7 | -2.1 | 11 | -7 | 5 | 0 | 1
Cc1ccc(NC(=O)c2ccccc2F)nc1 | -14 | -15 | 10 | 0.3 | 7 | -10 | -2 | -6 | -8
O=C(NCCC1=CCCCC1)C1CCCN(S(=O)(=O)c2ccccc2)C1 (stereo not given) | -21 | 6 | -4 | 1.5 | 13 | -15 | -2 | 10 | 6
COc1ccc(NC(=O)c2onc(C)c2Cl)cc1OC | 12 | -5 | 3 | · | 3 | -21 | -1 | -20 | 1
CCOP(=O)(OCC)C(C#N)=C1SCN(c2ccccc2)CS1 | 6 | 6 | -6 | 0.1 | -2 | -18 | 2 | -3 | -4

Source: PubChem
